# CHOP UPR activ = apoptotic UPR (CHOP) activation; CHO-CHOP luciferase reporter, luminescence; percent of tunicamycin response over DMSO baseline; activation, % at 10 µM; 330,000 tested, 0.34% active; AID 449763;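 active = at 10 µM dose, activation of 40% or more, normalized to positive control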;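 also: 100% = tunicamycin at 10 µg/mL and 0% = DMSO alone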
#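 System: CHO-CHOP luciferase reporter cell line | Buffer or medium: F12 medium containing 10% fetal bovine serum | Doses: One dose, 10 µM in 0.5% DMSO | Times: 6 h compound exposure at 37 °C after overnight seeding | Signal: Luciferase luminescence | Read-out: % activation vs tunicamycin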
# 697 NFkB inh = inhibitors of the PMA/ionomycin-induced NF-kB reporter in 697 B cells; 697 B-cell NF-kB luciferase reporter, 16 h; inhibition, % at 4 µM; 330,000 tested, 0.33% active; AID 435022; in the data active = inhibition above about 35%
# APJ ag = activates the human apelin receptor APJ; P35414; AID 2520; CHO-K1 APJ PathHunter beta-arrestin, luminescence; 0% DMSO wells, 100% apelin; activation, % at 20 µM; 330,000 tested, 0.11% active;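 active = activation more than six SD over the plate average, tested at 20 µM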;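 also: 0% = DMSO alone and 100% = apelin-13 at 10 nM; some results filed as inactive read as strong as hits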
# Target sequence (P35414 whole entry, looked up): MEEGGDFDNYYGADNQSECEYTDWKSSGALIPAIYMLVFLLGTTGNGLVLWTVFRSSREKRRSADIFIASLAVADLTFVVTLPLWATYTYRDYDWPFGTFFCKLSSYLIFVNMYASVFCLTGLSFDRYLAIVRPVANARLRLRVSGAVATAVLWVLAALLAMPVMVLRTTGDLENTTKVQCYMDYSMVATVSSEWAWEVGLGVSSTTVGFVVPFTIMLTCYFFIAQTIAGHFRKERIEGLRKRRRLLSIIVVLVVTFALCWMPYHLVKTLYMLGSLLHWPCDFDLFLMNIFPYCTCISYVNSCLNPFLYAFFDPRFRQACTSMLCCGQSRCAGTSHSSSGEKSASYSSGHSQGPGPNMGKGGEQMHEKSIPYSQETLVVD
#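 Test system – PathHunter CHO-K1 APJ (AGTRL-1) beta-arrestin reporter cells · Input – 1000 cells/well · Compound – single test compound dose, 20 µM final, 1% DMSO · Times – compound stimulation 90 min at 25 °C, detection 60 min · Technique – beta-gal luminescence · Read-out basis – APJ–arrestin association signal · Control set – negative DMSO alone, positive Apelin-13 at 10 nM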
# APJ antagonist = blocks the human apelin receptor APJ | 330,000 tested, 0.32% active | P35414 | inhibition, % at 20 µM | CHO-K1 APJ beta-arrestin complementation, luminescence;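 active = inhibition above about 40% at 20 µM, limit read from the data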;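 also: cells challenged with 10 nM apelin-13 agonist together with compound; plate controls were apelin-13 plus DMSO wells for no effect and DMSO wells lacking apelin-13 for full effect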
# tim23-1 inh = growth inhibitors of tim23-1 mutant yeast | inhibition, % at 20 µM | AID 463212 | 330,000 tested, 1.3% active | S. cerevisiae tim23-1 growth, BacTiter-Glo luminescence, 24 h;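 active = growth inhibition of the mutant yeast at or above 50%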;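 also: temperature-sensitive mutant grown at 25 °C; plate controls were DMSO-treated mutant yeast for no effect and medium wells lacking yeast for full effect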
# Jurkat NFkB inh = lowers PMA/ionomycin-induced NF-kB signal in Jurkat cells | PMA/ionomycin-induced NF-kB luciferase reporter, luminescence | inhibition, % at 4 µM | 330,000 tested, 0.53% active | AID 435003; in the data active = inhibition above about 50%
# XBP1 UPR activ = adaptive UPR (XBP1) activation | CHO-XBP1 luciferase reporter, IRE1-XBP1 UPR activation, luminescence; percent of tunicamycin response, DMSO as zero | activation, % at 20 µM | 330,000 tested, 0.33% active | AID 463104;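 active = versus positive control, 20 µM dose yields 30% or more activation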;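 also: 100% = tunicamycin at 10 µg/mL and 0% = DMSO only wells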
#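 Material: IRE1-XBP1 luciferase reporter CHO line / Quantity: one thousand reporter cells per well / Buffer or medium: F12 with 10% serum / Compound: 20 µM single concentration, DMSO 1% / Times: 6 h treatment, 37 °C / Detection: Steady-Glo luciferase glow luminescence, 10 min after reagent addition / Benchmarks: tunicamycin high, DMSO low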
# Mdm2-MdmX inh = inhibitors of human Mdm2/MdmX interaction; inhibition, % at 8 µM; O15151+Q00987; 330,000 tested, 3% active; SaOS-2 split-luciferase Mdm2/MdmX complementation, luminescence;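 active = inhibition of at least 50% at 8 µM in the primary screen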
# * = called active by the depositor.
[1] COCCNC(=O)COc1ccc(C)c(C)c1
[2] O=C(c1ccccc1)c1cc2c(cc1[N+](=O)[O-])OCCO2
[3] O=C(CNC(=O)c1ccccc1)OCC(=O)c1cccs1
[4] CCCNc1nc2c(c(=O)[nH]c(=O)n2C)n1CCc1ccccc1
[5] O=C(/C=C/c1ccccc1Cl)Nc1cccc(S(=O)(=O)NC2=NCCCCC2)c1
[6] Nc1n[nH]c(C2CC2)c1N=Nc1ccc(Cl)c(Cl)c1
[7] Cc1cc(C)nc(/N=C(/NC(=O)Nc2ccc(Cl)c(Cl)c2)Nc2cccc(Cl)c2)n1
[8] COC(=O)c1ccc(OC(=O)c2ccco2)cc1

screen / no.,1,2,3,4,5,6,7,8
CHOP UPR activ,-3.2,0.7,1.0,1.4,4.2,5.8,4.3,0.8
697 NFkB inh,12,13,19,-1,-18,-12,-13,13
APJ ag,-5,-4,0,1,3,-1,-1,1
APJ antagonist,17,-3,20,10,0,3,-6,4
tim23-1 inh,-7,3,11,10,5,69*,1,6
Jurkat NFkB inh,-4,5,11,-2,-1,26,-15,-15
XBP1 UPR activ,2,3,-2,-1,2,1,-1,0
Mdm2-MdmX inh,-5,12,9,20,13,12,0,17

# Some of the entries so far, with values under each structure.
# The line under a structure holds: CHOP UPR activ	697 NFkB inh	APJ ag	APJ antagonist	tim23-1 inh	Jurkat NFkB inh	XBP1 UPR activ	Mdm2-MdmX inh
8	COC(=O)c1ccc(OC(=O)c2ccco2)cc1
    0.8	13	1	4	6	-15	0	17
6	Nc1n[nH]c(C2CC2)c1N=Nc1ccc(Cl)c(Cl)c1
    5.8	-12	-1	3	69*	26	1	12

# Continuation:
[9] O=C(O)c1cc(OCc2ccccc2)cc(OCc2ccccc2)c1
[10] COc1ccc[nH]c1=O
[11] CN=c1scc(-c2ccccc2F)n1/N=C/c1ccc[nH]1
[12] CS(=O)(=O)c1ccc(Cl)c(NC(=O)COC(=O)c2ccc(F)cc2Cl)c1
[13] COC(=O)/C(=C\Nc1ccc(Cl)cc1Cl)NC(=O)c1ccc(Cl)cc1Cl
[14] CCN(C(=O)COC(=O)c1cc(S(=O)(=O)Nc2c(C)n(C)n(-c3ccccc3)c2=O)ccc1Cl)C1CCCCC1
[15] Cc1cc(-c2ccccc2)nc(N2CCC(C(=O)NC(C)C)CC2)n1
[16] Fc1ccc(C(c2nnnn2Cc2cccs2)N2CCN(C3CCCC3)CC2)cc1 (stereo not drawn)

screen / no.,9,10,11,12,13,14,15,16
CHOP UPR activ,2.4,-0.6,-8.7,0.7,-1.1,2.0,3.5,-0.8
697 NFkB inh,5,1,36*,20,6,10,-129,6
APJ ag,-1,4,-3,-2,-1,-1,1,5
APJ antagonist,-4,-17,0,-2,-25,13,18,3
tim23-1 inh,27,8,22,20,-10,8,1,-14
Jurkat NFkB inh,-1,-8,70*,-3,7,7,0,0
XBP1 UPR activ,-1,-5,-10,-2,-1,-1,1,-4
Mdm2-MdmX inh,15,0,94*,-3,46,6,12,-1

[17] COc1ccccc1CNC(=O)N1CCN(c2ccccc2C)CC1
[18] N#CCSc1nc2scc(-c3cccs3)c2c(=O)n1CCc1ccccc1
[19] CCN(C[C@H]1N[C@@](CC)(C(=O)OC)[C@H]2C(=O)N(Cc3ccccc3)C(=O)[C@@H]12)C(=O)c1ccc(F)cc1
[20] O=C1Nc2ccccc2C(=O)N2C[C@@H](O)C[C@H]12
[21] Cn1cc(C(=O)Nc2ccc(Cl)cc2)c(C(F)(F)F)n1
[22] CCOC(=O)c1cc2c(=O)n3cccc(C)c3nc2n(CCCOC)c1=NC(=O)c1cccnc1
[23] CCN(CC)C(=O)CN(c1ccc(Cl)cc1)S(=O)(=O)c1ccccc1
[24] CCOc1ccc(-c2nc(C#N)c(NCC3CCCO3)o2)cc1 (stereo not drawn)

screen / no.,17,18,19,20,21,22,23,24
CHOP UPR activ,-1.1,1.8,0.4,-2.3,-2.5,-0.1,-1.2,0.7
697 NFkB inh,-11,1,7,-10,-7,7,11,-14
APJ ag,-5,-7,0,2,-1,3,0,-4
APJ antagonist,-5,5,2,-7,-3,1,11,-16
tim23-1 inh,18,4,14,-12,4,5,12,13
Jurkat NFkB inh,2,-18,-19,-14,11,-3,0,-13
XBP1 UPR activ,7,0,0,-3,2,3,-1,2
Mdm2-MdmX inh,-25,29,-20,-9,0,21,22,-2

# The list goes on, starting with the last four of the part before.
[21] Cn1cc(C(=O)Nc2ccc(Cl)cc2)c(C(F)(F)F)n1
[22] CCOC(=O)c1cc2c(=O)n3cccc(C)c3nc2n(CCCOC)c1=NC(=O)c1cccnc1
[23] CCN(CC)C(=O)CN(c1ccc(Cl)cc1)S(=O)(=O)c1ccccc1
[24] CCOc1ccc(-c2nc(C#N)c(NCC3CCCO3)o2)cc1 (stereo not drawn)
[25] NC(=O)COC(=O)/C=C/c1cccc(Br)c1
[26] CCn1nc(C(=O)NNC(=O)c2ccccc2OCc2c(C)noc2C)c2ccccc2c1=O
[27] Cc1nnc(NC(=O)CSc2ccc(-c3ccco3)nn2)s1
[28] COC(=O)[C@]1(Cc2ccccc2)N[C@H](c2ccc(-c3ccc(OC)cc3)cc2)[C@@H]2C(=O)N(C)C(=O)[C@@H]21
[29] Cc1ccc(C(c2nnnn2C(C)(C)C)N2CCC(C)CC2)cc1 (stereo not drawn)
[30] COc1ccc(OC)c(NC(=O)c2ccc(-c3cccs3)cc2)c1
[31] CS(=O)(=O)N(CC(=O)NCc1ccccc1Cl)c1cccc([N+](=O)[O-])c1
[32] COc1ccc(Nc2nc(-c3cccnc3)cs2)c(OC)c1

screen / no.,21,22,23,24,25,26,27,28,29,30,31,32
CHOP UPR activ,-2.5,-0.1,-1.2,0.7,1.9,-0.2,-1.6,-0.5,0.9,0.3,0.3,3.9
697 NFkB inh,-7,7,11,-14,24,5,21,-20,-26,2,6,-82
APJ ag,-1,3,0,-4,-3,-3,-6,2,4,-2,-2,-2
APJ antagonist,-3,1,11,-16,-3,-24,11,-55,1,-10,2,-4
tim23-1 inh,4,5,12,13,4,14,-3,-18,28,24,3,15
Jurkat NFkB inh,11,-3,0,-13,9,-4,6,7,8,-1,4,-57
XBP1 UPR activ,2,3,-1,2,-2,1,-3,-2,0,4,6,-3
Mdm2-MdmX inh,0,21,22,-2,-1,16,15,29,6,-34,11,-25

[33] Cc1c(C(N)=O)c(-c2ccccc2)nn1-c1ccccc1
[34] COc1ccc([C@H]2/C=C\CN(S(=O)(=O)c3ccc4ccccc4c3)[C@@H](C)C(=O)N2Cc2ccc(F)cc2)cc1
[35] O=C(CNC(=O)c1ccccc1O)N/N=C/c1ccccn1
[36] Cn1cc(CN2CCN(c3ccc(Cl)cn3)CC2)c(-c2ccccc2F)n1
[37] O=S1(=O)C=C(SCc2ccccc2)Nc2ccccc21
[38] Cc1ccc(CN(CC(=O)NCCc2ccccc2)C(=O)CCCC(=O)Nc2cc(C)on2)cc1
[39] OCCC1CN(Cc2ccccc2-c2ccco2)CCN1C1CCCC1 (stereo not drawn)
[40] COc1ccc(CCC(=O)Nc2nnc(C)s2)cc1

screen / no.,33,34,35,36,37,38,39,40
CHOP UPR activ,-0.1,0.2,-0.4,2.2,-0.1,-0.4,-0.6,-1.3
697 NFkB inh,22,5,14,8,-5,-6,3,9
APJ ag,-3,-5,-3,-1,0,-2,1,-6
APJ antagonist,8,0,9,6,3,-6,-6,12
tim23-1 inh,17,17,-5,18,15,1,9,-1
Jurkat NFkB inh,-2,-2,-4,-7,6,0,-3,10
XBP1 UPR activ,0,-1,-3,-2,-2,-1,0,-4
Mdm2-MdmX inh,9,16,16,9,19,17,-19,3

[41] COCCn1c(SCC(=O)NCc2ccco2)nc2cccnc21
[42] Cc1ccc(CNc2nc3ccc(C)cc3n3cnnc23)cc1
[43] N#CC12CCCCC1CC1CCCCC1(C#N)N2N (stereo not drawn)
[44] COCCNC(=O)C1CCN(C(=O)c2cc3sccc3n2Cc2ccc(F)cc2)CC1
[45] Cc1cc(NCc2ccccc2)nc(N2CCOCC2)n1
[46] C=CCOc1ccc(C=Nc2ccc(OC)cc2)c(O)c1
[47] CCCCCCc1ccc(OCC(=O)O)cc1OCC(=O)O
[48] Cc1cc(C)c(OCCCCN(C)C)c(Br)c1

screen / no.,41,42,43,44,45,46,47,48
CHOP UPR activ,0.0,-1.1,-0.7,2.6,0.0,-0.8,1.0,2.7
697 NFkB inh,-27,-4,-20,-12,7,15,7,-10
APJ ag,-1,-2,2,-3,-2,0,5,-1
APJ antagonist,5,-8,-10,4,15,-30,-15,14
tim23-1 inh,2,2,29,5,-14,20,22,-7
Jurkat NFkB inh,-6,-4,21,5,5,2,-2,0
XBP1 UPR activ,-1,4,-3,0,-2,7,0,2
Mdm2-MdmX inh,-35,4,-16,13,42,-19,-19,15

# Quoted from the listing, 2 compounds:
[45] Cc1cc(NCc2ccccc2)nc(N2CCOCC2)n1
[46] C=CCOc1ccc(C=Nc2ccc(OC)cc2)c(O)c1

screen / no.,45,46
CHOP UPR activ,0.0,-0.8
697 NFkB inh,7,15
APJ ag,-2,0
APJ antagonist,15,-30
tim23-1 inh,-14,20
Jurkat NFkB inh,5,2
XBP1 UPR activ,-2,7
Mdm2-MdmX inh,42,-19

# Further structures follow.
[49] CC(OC(=O)c1cccs1)C(=O)NCc1ccco1 (stereo not drawn)
[50] O=C(OCc1c(F)cccc1Cl)c1cnc2ccccc2n1
[51] O=C(c1cc(C2CC2)on1)N1CCN(c2ccc(F)cc2)CC1
[52] Cc1cccc(-c2nc3c(s2)CCc2onc(-c4ccc(Br)cc4)c2-3)c1
[53] O=c1cc(CO)oc(C(Nc2ccccn2)c2ccccc2Cl)c1O (stereo not drawn)
[54] CS(=O)(=O)N(CC(=O)N1CCCCCC1)c1cccc(Br)c1
[55] COc1ccc(N2CCN(C(=O)COC(=O)CNC(=O)c3ccc(Cl)cc3Cl)CC2)cc1
[56] COc1ccc(-c2cc3c(=O)n(CC(=O)Nc4ccc(Cl)cc4)ncn3n2)cc1

screen / no.,49,50,51,52,53,54,55,56
CHOP UPR activ,-2.4,1.2,1.6,-0.5,-1.0,-1.6,-0.6,3.5
697 NFkB inh,-8,-4,-9,19,17,0,-14,-5
APJ ag,-3,-4,-2,-2,-4,-5,3,2
APJ antagonist,0,-5,14,-33,6,-15,-8,-13
tim23-1 inh,8,27,35,2,7,12,17,-6
Jurkat NFkB inh,-15,13,8,-4,-2,-14,-14,-3
XBP1 UPR activ,1,5,-1,0,1,0,0,-4
Mdm2-MdmX inh,-3,16,-13,27,-15,27,9,11

[57] CC(=O)Nc1ccc(NC(=O)c2ccc(COc3ccccc3)cc2)cc1
[58] Cc1ccc(SCc2cc(=O)[nH]c(N3CCN(Cc4ccc5c(c4)OCO5)CC3)n2)cc1
[59] CCn1c(C)cs/c1=N\S(=O)(=O)c1ccccc1
[60] Cc1ccc(N2C(=O)[C@@H]3C(c4cccnc4)=NO[C@@H]3C2=O)c(C)c1

screen / no.,57,58,59,60
CHOP UPR activ,-0.3,-0.2,-1.9,0.1
697 NFkB inh,-22,-6,21,5
APJ ag,2,0,-2,-2
APJ antagonist,-20,-4,5,1
tim23-1 inh,3,-14,-17,-3
Jurkat NFkB inh,-14,-3,1,9
XBP1 UPR activ,-2,-4,-1,-4
Mdm2-MdmX inh,-10,24,19,28

# Assay outcomes (PubChem)
